# Compound activity: PubChem BioAssay, several laboratories
# FAK inh = FAK (human) kinase inhibition; Q05397; biochemical FAK kinase activity assay; inhibition, %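 (tested at 7 µM)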; 97,000 tested, 0.84% active; AID 727; in the data active = inhibition above about 19%;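 note: 0% = DMSO and 100% = reference compound high control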
# PLK1 kinase inh = inhibitors of human PLK1 kinase; 97,000 tested, 0.53% active; inhibition, % at 10 µM; recombinant PLK1 kinase, TR-FRET peptide phosphorylation;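 active = inhibition of 50% or more in the single-concentration screen; inactive = inhibition below 50%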;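 note: 0% = DMSO max control and 100% = H-89 dihydrochloride min control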
# PTPN22 act = increases human PTPN22 phosphatase activity; Q9Y2R2; recombinant LYP, DiFMUP fluorescence; 0 = plate median, 100 = signal doubled; activation, % at 2 µM; 96,000 tested, 0.11% active;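 active = activation at 2 µM above a set limit, the mean plus 5 SD, cut at about 37% in these data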
# PTK2B oligo ant = antagonists of human Pyk2 oligomerization; Q14289; Q293 cells, Pyk2 FERM NanoBiT luminescence; hits give low values; z-score (the deposit names both 25 µM and 10 µM); 99,000 tested, 0.83% active; AID 1347419;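 active = Z-score of -3 or lower, scaled per plate to the spread of control and sample wells; inactive = z-score above -3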;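 note: negative z-score means lost luminescence so less FERM oligomerization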
# Plk1 PBD FP = Plk1 (human) PBD binding inhibition; 97,000 tested, 0.13% active; P53350; inhibition, %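 (tested at about 20 µM)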; Plk1 PBD phosphopeptide binding, fluorescence polarization; AID 693; in the data active = inhibition above about 34%, passing the limit was not always enough
# cytoskel mod = modifiers of cytoskeleton assembly | HUVEC TNFa F-actin phalloidin imaging, high content | inhibition, % at 2 µM | 91,000 tested, 0.18% active | AID 836;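 active = inhibition above the batch mean plus 3 SD and confirmed as a hit by visual image inspection, cut at about 30% in these data, passing the limit was not always enough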; note: strong numbers were not always called active
# EphB4 ephrin blk = antagonists of human EphB4-ephrin-B2 interaction. EphB4 LBD / TNYL-RAW-Alexa532 peptide, fluorescence polarization. inhibition, % at 7 µM. 97,000 tested, 0.15% active;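 active = inhibition above the screen-wide mean inhibition plus 3 SD, cut at about 15% in these data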;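 note: 0% = DMSO wells and 100% = excess unlabeled TNYL-RAW peptide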
# Target sequence (P54760 whole entry, looked up, the tested form may be a part): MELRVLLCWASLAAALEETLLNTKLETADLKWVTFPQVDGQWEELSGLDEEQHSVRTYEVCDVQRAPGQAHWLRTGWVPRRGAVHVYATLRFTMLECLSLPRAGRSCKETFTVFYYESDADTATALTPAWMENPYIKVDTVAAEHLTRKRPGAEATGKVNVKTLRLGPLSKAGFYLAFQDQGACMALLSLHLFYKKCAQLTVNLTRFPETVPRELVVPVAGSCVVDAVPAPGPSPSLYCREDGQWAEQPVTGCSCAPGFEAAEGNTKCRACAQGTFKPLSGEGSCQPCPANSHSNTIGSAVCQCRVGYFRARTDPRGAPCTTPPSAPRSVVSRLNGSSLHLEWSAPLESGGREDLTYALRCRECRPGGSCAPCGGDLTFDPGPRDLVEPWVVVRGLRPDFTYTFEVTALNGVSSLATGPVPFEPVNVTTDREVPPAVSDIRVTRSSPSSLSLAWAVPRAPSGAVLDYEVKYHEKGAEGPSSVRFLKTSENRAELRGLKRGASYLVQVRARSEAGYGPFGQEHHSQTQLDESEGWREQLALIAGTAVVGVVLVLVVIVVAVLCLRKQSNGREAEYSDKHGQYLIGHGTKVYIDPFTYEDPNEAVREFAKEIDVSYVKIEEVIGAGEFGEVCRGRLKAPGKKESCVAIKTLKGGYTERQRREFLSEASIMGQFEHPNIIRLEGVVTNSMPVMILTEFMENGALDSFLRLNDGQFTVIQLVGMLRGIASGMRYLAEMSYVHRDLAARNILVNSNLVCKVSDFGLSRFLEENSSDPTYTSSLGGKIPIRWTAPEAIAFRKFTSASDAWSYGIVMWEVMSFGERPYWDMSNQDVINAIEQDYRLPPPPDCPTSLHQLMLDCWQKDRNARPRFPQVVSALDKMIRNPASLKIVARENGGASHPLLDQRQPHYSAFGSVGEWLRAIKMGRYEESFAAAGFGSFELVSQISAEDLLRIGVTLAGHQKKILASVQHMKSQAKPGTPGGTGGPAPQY
# PTPN22 inh 2 = inhibitors of human LYP (PTPN22) phosphatase. Q9Y2R2. recombinant LYP catalytic domain, DiFMUP fluorescence. inhibition, % at 2 µM. 96,000 tested, 0.21% active;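 active = inhibition at 2 µM at or above a set limit, the screen mean plus 3 SD, cut at about 24% in these data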;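 note: 0% = DMSO with enzyme and 100% = enzyme fully blocked by orthovanadate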
# Rev-RRE block = HIV Rev-RRE protein-RNA interaction inhibition; P05866; Rev peptide-RRE RNA binding, FRET; inhibition, % at 8 µM; 97,000 tested, 0.79% active;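 active = inhibition above the screen-wide mean plus 3 SD, cut at about 35% in these data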;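 note: 0% = median DMSO wells and 100% = median Neomycin B control wells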
# Target sequence (P05866 whole entry, looked up): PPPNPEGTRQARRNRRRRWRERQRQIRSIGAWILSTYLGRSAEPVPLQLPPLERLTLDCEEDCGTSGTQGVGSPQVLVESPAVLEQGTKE
#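 Assay system: Rev peptide and RRE RNA, both fluorescently labelled; times: 5 min preincubation and 15 min binding, 25 °C; detection: FRET, ex 480 nm, em 540 and 671 nm; read-out basis: % inhibition from 671/540 nm acceptor-to-donor ratio, scaled between controls; benchmarks: DMSO low control, neomycin B high control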
# * marks the source's active call; other numbers are inactive results; . = not tested or not shown.
# Values run as follows: FAK inh	PLK1 kinase inh	PTPN22 act	PTK2B oligo ant	Plk1 PBD FP	cytoskel mod	EphB4 ephrin blk	PTPN22 inh 2	Rev-RRE block
- O=C(Nc1nnc(SCc2ccccc2Cl)s1)C1COc2ccccc2O1 (stereo not given)
→ -3	-7	-1	-0.13	5	-3	3	3	7
- O=C(Nc1nc(-c2cccs2)c(-c2ccccc2)s1)c1ccco1
→ -1	-5	-1	-0.85	18	6	-3	-2	17
- Nc1ccc(SC(F)(F)F)cc1C(=O)c1ccccc1
→ 9	-7	3	-1.4	0	-14	5	0	23
- O=C(O)c1ccc(NS(=O)(=O)c2ccc3nnn(O)c3c2)cc1
→ 3	-6	12	1.6	-22	14	2	-10	1
- COc1ccc(C(c2sc3ncnn3c2O)N2CC(C)OC(C)C2)cc1OC (stereo not given)
→ -4	-21	-4	.	41	-5	-2	4	1
- CC(=O)NC12CC3CC(CC(CC(=O)O)(C3)C1)C2
→ -1	7	5	0.36	6	23	8	-8	1
- CC1=CCC2C(=O)N(c3cccc(C(=O)N(C)C4CCCCC4)c3)C(=O)C2C1 (stereo not given)
→ 5	-6	4	0.21	-8	-4	4	-6	0
- COC(=O)c1ccc(C(C(=O)NCc2ccccc2)N(Cc2cccs2)C(=O)c2cnccn2)cc1 (stereo not given)
→ 3	-16	-3	-1.3	17	33	2	6	7
- O=C(c1ccco1)N(CCC(c1ccccc1)c1ccco1)Cc1ccco1 (stereo not given)
→ 20*	-16	-14	-0.3	-11	16	1	16	8
- O=C(O)c1c(F)c(F)cc2ccccc12
→ 0	-8	4	0.2	-22	4	-3	-3	7
- Cc1cc(C)n2nc(SCC(=O)N/N=C/c3cccc(Br)c3)nc2n1
→ -1	-12	4	-0.15	12	10	0	-2	8
- O=C1c2ccccc2NC(c2c(Cl)cccc2Cl)N1Cc1ccccc1 (stereo not given)
→ 4	-8	-16	-1.7	3	25	1	18	8
- Cn1c(SCC(=O)OCC(=O)c2ccccc2)nnc1-c1cccs1
→ 1	-10	4	0.17	-2	2	7	-9	7
- Cc1c(C(=O)N2CCCCC2)sc(NC(=O)C2CC2)c1C#N
→ -1	-4	4	-0.31	-10	-25	-10	-6	4
- CC(C)c1nc(SCC(=O)N2CCOCC2)c2c(=O)n(C)c(=O)n(C)c2n1
→ -1	-7	6	.	-31	10	-1	-6	-1
- O=C(O)CCC(=O)N1CCC(C(=O)c2cccc(Cl)c2)CC1
→ -1	-5	35	1.9	2	-11	-1	-38	2
- O=C(N/N=C/c1ccco1)c1cc(-c2ccc3ccccc3c2)n[nH]1
→ -2	-4	3	-0.25	4	23	0	-1	13
- O=C1CSc2ccc(C(=O)N3CCN(c4ccccn4)CC3)cc2N1
→ 2	-14	0	-0.02	3	7	-6	-3	5
- O=C(Nc1ccccc1N1CCOCC1)c1cccs1
→ 0	-11	4	-0.81	7	1	0	-5	6
- CC(=O)N1CCc2cc(Br)cc(S(=O)(=O)NCc3ccccn3)c21
→ -11	-4	-6	-0.33	56*	3	0	6	2
- CCN(CCCNC(=O)C1CCC(=O)N1Cc1ccccc1Cl)c1cccc(C)c1 (stereo not given)
→ 1	-5	3	-0.45	-31	14	6	-2	3
- CCCCN(CCCC)S(=O)(=O)c1ccc(NC(=O)c2cccs2)cc1
→ 2	-2	-13	-3.2*	4	15	3	12	17
- Cc1ccc(NC(=O)Nc2ccccc2C#N)c(Cl)c1
→ 2	-13	9	0.43	-7	11	5	-6	7
- Cc1nc2ccc(F)cc2cc1C(=O)NC(C)C
→ -5	1	-14	2.2	-8	10	-14	12	9
- CCOC(=O)CN1Cc2cccc(C(=O)O)c2C1=O
→ 2	-7	19	.	-11	-9	-3	-21	-4
- O=C(CCSc1nnc(-c2ccncc2)o1)Nc1ccc(Cl)cc1
→ 8	-19	-14	1.8	-3	-7	3	11	5
- COc1ccc(C2C(C(=O)N3CCCCC3)c3ccccc3C(=O)N2C)cc1 (stereo not given)
→ 0	-7	-3	0.38	-35	-5	5	4	-2
- CCOC(=O)C(C)C1(O)c2ccccc2-c2ncccc21 (stereo not given)
→ 2	-9	-3	-0.42	26	50	-3	2	6
- CC1=C(C(=O)Nc2ccccc2)C(c2ccco2)NC(=S)N1 (stereo not given)
→ -2	2	9	0.92	4	-11	-6	-4	3
- O=S(=O)(c1ccccc1F)N(Cc1ccco1)Cc1nnc(-c2ccccc2Br)o1
→ -4	-9	-6	0.89	5	-10	0	7	10
- O=C1C(Cl)=C(N2CCCCC2)C(=O)C(Cl)=C1c1cnc(N2CCCCC2)s1
→ 3	0	-4	-0.1	-4	27	2	3	23
- Cc1nn(S(=O)(=O)c2cccs2)c(C)c1Sc1ccccc1
→ -5	9	12	.	-9	6	-6	-8	8
- CCNC(=S)NNC(=O)c1cc(C2CC2)nc2ccccc12
→ 5	-6	-9	1.2	-12	-17	-2	12	7
- O=C1CC(Sc2ncccn2)C(=O)N1c1ccccc1 (stereo not given)
→ -2	2	-4	-0.26	5	-3	3	2	6
- O=C(Nc1cccc2ccccc12)N1CCOCC1
→ 1	-3	3	-2.2	-18	-2	-2	-8	5
- COc1ccc(CNC(=O)NC2CCCCC2)cc1
→ 0	-9	3	1.1	-5	12	-1	1	6
- COc1ccc(-c2cccc(C(=O)Nc3ccc(C)cc3)c2)cc1
→ -8	-7	-13	1	-4	.	1	14	-1
- CCN1C(=O)C(O)(C2COC(C)(C)CC2=O)c2cc(Br)ccc21 (stereo not given)
→ -1	-8	4	0.94	4	15	1	-6	-3
- CC(NC(=O)Cc1cccs1)C(c1cccs1)N1CCN(c2ccccc2)CC1 (stereo not given)
→ 1	-6	2	-0.15	2	-29	-1	-1	2
- Cc1ccccc1N(CC(=O)N/N=C/c1ccc(Cl)cc1)C(=O)c1ccccc1
→ 0	-8	-12	-2.2	-22	-3	-1	14	8
- CCCOC(=O)CSc1nc(N)c(C#N)c(-c2ccco2)c1C#N
→ 9	-13	8	0.84	-29	-12	-3	-9	6
- Cc1cc(C)c(C)c(S(=O)(=O)NCC(=O)O)c1C
→ -2	-7	3	-0.26	15	-5	0	0	4
- Cc1ccc(Nc2c([N+](=O)[O-])c(=O)n(C)c3ccccc23)cc1C
→ 2	-10	11	-2.3	9	-42	-12	-4	2
- Cc1sc2c(c1C)c(=O)n(-c1ccccc1)c1nnc(C)n21
→ -2	-13	-4	1.4	-10	10	4	3	5
- S=c1[nH]nc(Cc2cccs2)n1-c1ccccc1
→ 0	-8	6	-0.08	-12	11	-3	-10	1
- COC(=O)c1cc2sc(Cl)cc2n1Cc1nc(-c2ccccc2)oc1C
→ 1	-9	6	.	-4	-2	0	-9	6
- COc1cc(Sc2ccc(C)cc2)c(OC)cc1N
→ 4	-9	-3	-1.9	0	-8	1	2	7
- Clc1ccc(CN2CCN(c3ncnc4scc(-c5cccs5)c34)CC2)cc1
→ 1	62*	0	-1.9	0	24	-1	3	3
- CCOc1ccc2nc(NC(=O)Nc3ccccc3)sc2c1
→ 1	5	-6	-0.89	21	.	-7	7	2
- Cc1ccc(-n2nc(C)c3c2OC(N)=C(C#N)C3c2ccoc2)cc1 (stereo not given)
→ 4	1	-4	-1.1	-6	4	-2	0	10
- CC1CCCN(c2nc3ccccc3nc2C(C#N)C(=O)OC2CCCCC2)C1 (stereo not given)
→ 0	-2	-11	.	-25	4	-1	9	11
- CCOC(=O)c1ccc(N2C(=O)CC(N3CCC(Nc4ccc(F)cc4)CC3)C2=O)cc1 (stereo not given)
→ 0	3	13	0.97	6	.	-13	-12	-7
- COc1ccc(OC)c2[nH]c(=O)c(CCNS(=O)(=O)c3ccccc3)cc12
→ 0	-16	1	0.97	-25	.	-3	-4	2
- Cc1occc1-c1nnc(SCC(=O)N2CCN(c3ccc(F)cc3)CC2)n1C
→ 0	-5	-5	0.75	34	4	1	2	6
- Cc1cccn2c(=O)c3cc(C(=O)NCc4ccco4)c(=N)n(CCOCCO)c3nc12
→ 6	15	-8	-0.46	-11	-12	2	7	21
- CCN(CC)S(=O)(=O)c1cccc(NC(=O)c2cc3ccccc3o2)c1
→ 1	-20	-9	-1.8	15	0	5	12	11
- CCSC1=NC2(CCCCC2)Nc2sc3c(c21)CCCC3
→ 0	-12	-4	-0.59	31	9	7	6	9
- O=C1CCCc2c1cc(C(=O)Nc1ccc(Br)cn1)c(=O)n2-c1ccccc1
→ 4	-3	10	-0.68	-7	1	-3	-14	32
- COc1ccc(CC(=O)Nc2ccc(S(=O)(=O)Nc3ncccn3)cc2)cc1
→ -3	-16	2	0.57	4	3	3	0	7
- CC1=C(C(=O)Nc2ccccc2)C(c2ccc3c(c2)OCO3)C2=C(CCCC2=O)N1 (stereo not given)
→ 2	-16	4	-0.86	14	-1	5	-3	2

# FAK inh: entries above that show a hit.
# Values run as follows: FAK inh	PLK1 kinase inh	PTPN22 act	PTK2B oligo ant	Plk1 PBD FP	cytoskel mod	EphB4 ephrin blk	PTPN22 inh 2	Rev-RRE block
- O=C(c1ccco1)N(CCC(c1ccccc1)c1ccco1)Cc1ccco1 (stereo not given)
→ 20*	-16	-14	-0.3	-11	16	1	16	8

# The listing continues.
# Values run as follows: FAK inh	PLK1 kinase inh	PTPN22 act	PTK2B oligo ant	Plk1 PBD FP	cytoskel mod	EphB4 ephrin blk	PTPN22 inh 2	Rev-RRE block
- O=C(Nn1cnnc1)c1ccncc1
→ -1	4	5	0.92	6	-19	7	-5	5
- Cn1nnnc1SCC(=O)Nc1ccccn1
→ -4	1	-5	0.16	-14	2	0	8	9
- Cc1ccc(C)c2[nH]c(=O)c(CCNC(=O)C(C)(C)C)cc12
→ -3	-4	-3	.	-1	0	-3	1	3
- CCN(CC)S(=O)(=O)c1ccc(C2CNC(=O)C2)cc1 (stereo not given)
→ 2	-11	-2	.	9	-7	-4	-1	4
- Cc1ccc(S(=O)(=O)CNC(=S)c2cccc(C)c2)cc1
→ -2	-11	1	0.1	-29	-3	0	0	1
- Cc1cc2cc(C(c3nnnn3C(C)(C)C)N(Cc3ccco3)CC3CCCO3)c(=O)[nH]c2cc1C (stereo not given)
→ -3	-10	2	0.16	-14	5	-2	0	3
- O=C(CSc1ccc(-c2ccc(F)cc2)nn1)NCc1ccco1
→ -2	-6	10	-0.07	-27	-4	-4	-10	0
- O=C(NCc1ccco1)C1CCN(Cc2ccc(F)cc2)CC1
→ 0	-6	-2	0.14	-25	5	6	4	6
- N#Cc1c2c(c(-c3ccccc3)[nH]c1=O)CCCC2
→ -8	3	0	1	2	22	-3	-2	7
- Cc1ccc(NC(=O)N2C(=O)C3(OCCO3)c3ccccc32)cc1
→ -2	-2	-3	0.26	-11	43	4	0	8
- COCCNS(=O)(=O)c1ccc(OCC(=O)OC)c(Cl)c1
→ -1	-2	-1	0.04	11	-4	-1	4	0
- CCCCN(C)C(=O)C1CCN(CCCc2ccccc2)CC1
→ -3	-8	9	-0.28	9	-15	1	-10	8
- O=C(NC1CCCCCCC1)c1cnccn1
→ -1	-8	-3	0.38	6	13	5	2	5
- Cc1nn(CC(=O)O)c(C)c1C
→ 10	-1	-6	0.67	-11	16	7	8	9
- CC1CC(C)CN(Cc2nc(N)nc(Nc3ccccc3)n2)C1 (stereo not given)
→ -1	-5	9	0.05	-7	12	0	-6	-13
- COc1ccc(-c2cc(C(F)(F)F)nc(SCCC(=O)NCc3ccccc3)n2)cc1
→ -2	-12	2	0.17	-1	-5	0	-1	7
- COc1cc2[nH]c3c(N4CCC(C(N)=O)CC4)ncnc3c2cc1OC
→ 7	-4	-3	.	6	7	-4	1	5
- O=C(NC1(C(F)(F)F)N=C2SCCN2C1=O)C1CCCCC1 (stereo not given)
→ -2	-2	-5	0.24	11	-6	0	7	1

# Outcome played no part in choosing rows; 3.5% or so of the library scored in one or more.
